# Assay outcomes deposited in PubChem by several laboratories.
# LANA DNA inh – blocks KSHV LANA C-terminal domain binding to DNA | MBP-C-LANA/FAM-LBS DNA binding, fluorescence polarization | hit rate 0.078% among 340,000 | AID 504423 | inhibition, % at 9 µM;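 active means highest replicate inhibition at or above 60% at 9 µM, even if other replicates fall short; inactive means all replicates below 60% inhibition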;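 further: 0% = neutral control wells and 100% = 4 µM acridine orange control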
# Rtt109 HAT inh – C. albicans Rtt109 histone acetyltransferase inhibition; hit rate 0.16% among 330,000; AID 540336; purified Rtt109/Vps75, ThioGlo CoA-SH fluorescence, 4 h; Q5AAJ8; inhibition, % at 34.9 µM;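 active means inhibition of at least 50% in every replicate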
# Target sequence (Q5AAJ8 whole entry, looked up): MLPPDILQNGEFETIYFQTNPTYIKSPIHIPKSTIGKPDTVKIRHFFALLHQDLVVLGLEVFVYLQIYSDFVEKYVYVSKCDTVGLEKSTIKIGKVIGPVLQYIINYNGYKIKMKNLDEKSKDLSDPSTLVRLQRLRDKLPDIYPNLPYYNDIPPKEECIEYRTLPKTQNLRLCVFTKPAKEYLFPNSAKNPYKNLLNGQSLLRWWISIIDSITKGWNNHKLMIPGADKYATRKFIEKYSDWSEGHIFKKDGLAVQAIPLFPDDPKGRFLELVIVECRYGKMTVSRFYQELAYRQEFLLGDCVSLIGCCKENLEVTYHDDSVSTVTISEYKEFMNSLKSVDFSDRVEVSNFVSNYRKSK
# Keap1 Nrf2 FP – disrupts human Keap1 binding to Nrf2 peptide; Q14145; Keap1 Kelch-Nrf2 peptide fluorescence polarization, 1536-well; inhibition, % at 9.4 µM; hit rate 0.15% among 340,000; in the data active means inhibition above about 12%;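 further: human Keap1 Kelch domain with fluorescein labeled Nrf2 9mer peptide probe; 0% = neutral control wells and 100% = peptide positive control; higher means more block of Keap1 binding to Nrf2 peptide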
# Target sequence (Q14145 whole entry, looked up, the tested form may be a part): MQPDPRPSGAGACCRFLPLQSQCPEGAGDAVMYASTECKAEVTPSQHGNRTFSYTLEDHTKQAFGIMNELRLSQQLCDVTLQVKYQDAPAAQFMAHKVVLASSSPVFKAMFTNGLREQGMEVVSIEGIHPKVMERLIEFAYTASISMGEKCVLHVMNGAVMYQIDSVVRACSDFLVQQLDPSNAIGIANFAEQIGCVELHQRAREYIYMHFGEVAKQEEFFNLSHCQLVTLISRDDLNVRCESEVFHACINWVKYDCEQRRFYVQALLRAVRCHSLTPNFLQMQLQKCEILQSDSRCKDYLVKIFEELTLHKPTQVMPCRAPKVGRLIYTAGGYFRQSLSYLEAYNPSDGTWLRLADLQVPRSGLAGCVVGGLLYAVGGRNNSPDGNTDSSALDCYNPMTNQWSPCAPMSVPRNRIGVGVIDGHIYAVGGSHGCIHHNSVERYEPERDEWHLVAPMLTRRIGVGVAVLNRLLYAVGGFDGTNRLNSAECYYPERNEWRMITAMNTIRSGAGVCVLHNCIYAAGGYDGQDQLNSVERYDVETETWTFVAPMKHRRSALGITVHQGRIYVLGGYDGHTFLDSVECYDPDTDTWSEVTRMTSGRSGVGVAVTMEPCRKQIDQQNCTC
# CAL PDZ FP-1 – inhibitors of human CAL PDZ peptide binding | Q9HD26 | hit rate 0.02% among 330,000 | inhibition, % at 20 µM | AID 504414 | purified CAL PDZ, TMR-peptide fluorescence polarization, 1 h;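 active means highest replicate inhibition of at least 40%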;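 further: plate controls were DMSO neutral control wells for no effect and unlabeled competitor peptide control wells for full effect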
#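 Material – purified CerCALP PDZ construct · Detection – FP readout, S and P plane fluorescence · Measure – percent inhibition from loss of millipolarization · Controls – unlabelled peptide for full inhibition, DMSO wells as neutral · Probe or stimulus – TMR-labelled reporter peptide T*-PRC34 bound in PDZ groove · Times – 1 h at RT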
# PKA-R2B activ – activates the human PKA-R2B holoenzyme complex; P22694+P31323; PKA-R2B holoenzyme dissociation, Cy5-IP20 fluorescence polarization; R2B truncated from residue 108, S112A mutant; 0% DMSO only, 100% 113 µM cGMP; activation, % at 11.4 µM; hit rate 0.079% among 340,000;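 active means activation above a cutoff set at the mean over all compounds plus 3 SD, cut at about 18% in these data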;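 further: higher means more holoenzyme dissociation and a rise in polarization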
# RTF Ca sens act – cardiac RTF calcium sensitization | IANBD-labeled TnC RTF fluorescence at EC20 calcium; 0% EC20 calcium, 100% full calcium | activation, % at 7.2 µM | hit rate 0.24% among 340,000;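 active means activation above the mean over all tested compounds plus 3 SD, cut at about 30% in these data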;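 further: rise in fluorescence read as greater calcium sensitivity of cardiac thin filaments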
# DAGLB inh – blocks human DAGLB lipase activity. Q8NCG7. HEK293T DAGLB membrane lysate, EnzChek fluorogenic substrate. inhibition, % at 5.17 µM. hit rate 0.059% among 340,000. AID 504411; in the data active means inhibition above about 34%;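 further: 0% = enzyme with vehicle and 100% = wells lacking enzyme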
# RTF Ca sens inh – cardiac RTF calcium desensitization | IANBD-labeled cardiac RTF, Ca2+ fluorescence | hit rate 0.12% among 340,000 | inhibition, % at 7.15 µM | P19429+P45379 | AID 493244;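 active means inhibition above the mean inhibition of all tested compounds plus 3 SD, cut at about 17% in these data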;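 further: assay run at fixed EC70 calcium of 1.6 mM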
# SR-BI DiI-HDL act – SR-BI HDL lipid transfer activation; CHO ldlA[mSR-BI] cells, DiI-HDL uptake fluorescence, 3 h; 100 = double the neutral-control signal; activation, % at 12.5 µM; hit rate 0.096% among 320,000;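 active means mean replicate activation of at least 60% and every replicate at or above 60%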;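 further: 0% = median plate neutral-control signal and 100% = twice that signal; values of inactives mirror those of a sister screen read the other way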
#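 System: CHO ldlA[mSR-BI] cells / Medium: HEPES-buffered (25 mM, pH 7.4) F12 plus 0.5% BSA / Probe or stimulus: labelled HDL, 10 µg/mL / Doses: single compound concentration, delivered by pin transfer / Schedule: 3 h, 37 °C / Measured by: DiI fluorescence, bottom read / Measure: cell-associated DiI fluorescence as measure of HDL uptake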
# CAL PDZ FP-2 – blocks peptide binding to the human CAL PDZ domain. purified CAL PDZ, TMR-peptide fluorescence polarization, 1 h. inhibition, % at 24.9 µM. hit rate 0.92% among 300,000. AID 602252;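 active means mean inhibition of at least 30% with at least half of replicates also reaching 30%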;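 further: 0% = DMSO neutral control and 100% = excess unlabeled competitor peptide PRC23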
# Active calls of the source: *; . = no result given.
SMILES,LANA DNA inh,Rtt109 HAT inh,Keap1 Nrf2 FP,CAL PDZ FP-1,PKA-R2B activ,RTF Ca sens act,DAGLB inh,RTF Ca sens inh,SR-BI DiI-HDL act,CAL PDZ FP-2
CC(=O)N1CCN(S(=O)(=O)c2cccc(C(=O)OCC(=O)N3CC(=O)Nc4ccccc43)c2)CC1,1.6,8.2,0.3,-0.5,-13.0,1.8,-0.2,2.8,8.4,.
COc1ccccc1CNC(=O)C(C)NS(=O)(=O)c1ccc(Br)cc1 (stereo not given),-0.3,-3.3,3.4,.,1.1,-3.0,-2.4,-5.2,-11.0,-2.2
CN(CC(=O)Nc1ccc(F)cc1)C(=O)c1ccccc1Sc1ccccc1C#N,0.3,8.2,-1.8,-2.9,-1.1,-0.3,-0.7,3.9,-24.5,-1.1
Cc1sc2ncn(Cc3ccccc3F)c(=O)c2c1C,0.4,-3.4,-3.6,-3.5,1.4,-3.1,-1.3,1.0,9.2,-0.6
N=c1c(C(=O)NCC2CCCO2)cc2c(=O)n3ccccc3nc2n1Cc1ccc(F)cc1 (stereo not given),2.2,-366.2,-1.4,-1.9,2.5,-6.7,1.6,-0.1,-5.5,-5.5
CCC(C(=O)NC(C)(C)C)N(C(=O)Cn1nnc(-c2ccccc2F)n1)c1cccc2c1CCCC2 (stereo not given),0.8,-3.6,-0.6,-3.6,0.5,-7.4,-1.2,5.9,-8.4,1.3
CC1=Nc2ccccc2N=C(NC(=O)/C=C/C(=O)O)C1c1ccccc1 (stereo not given),0.6,5.2,-3.9,0.4,7.0,-1.4,2.1,-4.5,.,2.0
COc1cccc(CC(=O)OCC(=O)c2cc(OC)c(OC)c(OC)c2)c1,0.0,-3.5,3.6,-0.7,2.6,1.1,-0.3,-5.1,-5.9,.
CCOC(=O)CSc1nnc(CNC(=O)c2cccs2)n1-c1ccccc1,0.8,16.0,1.2,-2.0,-7.5,0.2,-0.8,-1.6,19.1,.
CN(CC(=O)O)Cc1oc(CO)cc(=O)c1O,-1.0,-6.1,-2.4,-0.7,8.8,-1.9,-1.1,1.3,14.5,1.2
COc1nc(NC23CC4CC(CC(C4)C2)C3)nc(OC)n1,-0.9,2.8,0.1,-1.7,8.1,-4.3,-4.8,-2.2,-5.6,-3.1
Cc1cc(C)c(NC(=O)COc2cccnc2[N+](=O)[O-])c(C)c1,0.6,-7.4,-0.6,0.7,1.7,-5.7,-0.8,-12.5,2.3,.
COc1ccccc1NC(=O)CCC(=O)N1CC(C)Oc2ccc(C)cc21 (stereo not given),0.7,-2.6,1.1,0.1,-10.4,5.6,-1.4,-1.1,-15.3,.
CCOC(=O)CSc1nc(-c2ccc3c(c2)OCO3)ccc1C#N,-0.4,11.2,-5.6,-0.2,-14.8,1.8,-2.4,-8.6,-31.0,13.6
O=c1c2ccccc2nc2n1C(CSc1ccccc1)CS2 (stereo not given),3.7,-7.8,-0.6,-1.3,-2.3,-0.5,-0.6,5.6,-1.6,3.6
CCCOc1ccc(/C(O)=C2/C(=O)C(=O)N(CCN(C)C)C2c2ccc(OC)c(OC)c2)cc1 (stereo not given),2.8,7.6,0.3,-1.7,11.3,0.5,-1.2,-15.6,-0.2,-1.7
CCOC(=O)Cc1nc(-c2ccccc2)n[nH]1,2.2,-7.5,-1.7,0.6,-0.2,-2.5,-0.7,3.2,20.9,-1.1
Cc1ccc(-c2nnc3ccc(SCC(=O)NCc4ccco4)nn23)cc1,3.8,12.3,-3.9,.,-11.2,2.7,1.0,1.2,4.1,-2.3
Cn1c(=O)n(C)c2cc(S(=O)(=O)Nc3cc(Cl)ccc3O)ccc21,-0.1,1.6,0.8,-2.5,0.2,3.6,-0.1,-1.5,-16.8,-3.8
O=C1C2C3C=CC(C3)C2C(=O)N1CCN1CCN(S(=O)(=O)/C=C/c2ccccc2)CC1 (stereo not given),-2.1,0.3,1.3,-0.3,1.4,0.2,-2.1,1.4,8.3,4.6
CC1(C)Oc2nc3ccccc3n2/C1=C\C#N,2.3,5.3,-3.3,-0.6,1.1,-3.3,-2.1,-12.0,4.9,2.3
COCCN(C(=O)COc1ccccc1C#N)c1c(N)n(Cc2ccccc2)c(=O)[nH]c1=O,-0.1,-8.4,-5.8,-2.7,1.8,-5.7,1.2,-4.5,10.1,-1.0
CCNC(=S)N1CCC(NC(=O)c2ccco2)CC1,-0.3,-22.6,-4.6,0.0,4.1,-1.0,3.5,0.5,5.2,3.1
CCN1CCN(c2ccc(S(=O)(=O)N3CCCCC3)cc2NC(=O)/C=C/c2ccc(OC)c(OC)c2)CC1,-0.1,21.5,0.3,-5.8,-4.8,-7.0,1.5,-72.0,15.7,-6.7
Cc1ccc(C(=O)Nc2ccc3[nH]c(=O)[nH]c3c2)c(C)c1,1.8,-7.7,-5.2,-0.5,6.0,9.1,-1.5,-20.4,7.5,.
c1cncc(-c2nc(NCc3ccco3)c3ccccc3n2)c1,0.0,1.0,-9.6,-6.2,4.0,-3.1,-0.5,-15.2,3.7,-1.1
COc1cc(OC)c(C(=O)NC23CC4CC(CC(C4)C2)C3)cc1OC,-2.3,0.6,0.4,-0.7,-4.7,-0.3,-1.9,3.3,-10.2,-3.4
O=C(CCn1c(=O)c2cccn2c2cccnc21)NCc1cccc(Cl)c1,-1.3,-15.6,0.3,0.7,-0.7,-5.3,-1.8,-8.6,-3.7,.
O=C(Nc1ccccc1-c1ccccc1)C1CCCC1,-0.5,2.4,-2.9,-0.2,-0.5,3.7,-2.5,3.0,-3.5,.
Nc1c(N(Cc2ccco2)C(=O)c2ccccc2F)c(=O)[nH]c(=O)n1Cc1ccccc1,0.5,-0.3,2.0,-1.7,-2.6,2.9,3.0,-5.5,5.0,-3.5

# As a short view, part of the list above:
SMILES,LANA DNA inh,Rtt109 HAT inh,Keap1 Nrf2 FP,CAL PDZ FP-1,PKA-R2B activ,RTF Ca sens act,DAGLB inh,RTF Ca sens inh,SR-BI DiI-HDL act,CAL PDZ FP-2
O=C(Nc1ccccc1-c1ccccc1)C1CCCC1,-0.5,2.4,-2.9,-0.2,-0.5,3.7,-2.5,3.0,-3.5,.
Nc1c(N(Cc2ccco2)C(=O)c2ccccc2F)c(=O)[nH]c(=O)n1Cc1ccccc1,0.5,-0.3,2.0,-1.7,-2.6,2.9,3.0,-5.5,5.0,-3.5

# More records follow:
SMILES,LANA DNA inh,Rtt109 HAT inh,Keap1 Nrf2 FP,CAL PDZ FP-1,PKA-R2B activ,RTF Ca sens act,DAGLB inh,RTF Ca sens inh,SR-BI DiI-HDL act,CAL PDZ FP-2
CCN(CC)S(=O)(=O)c1ccc(Cl)c(C(=O)Nc2cc(C)nn2-c2ccccc2)c1,3.5,0.3,-0.7,-0.5,-11.6,13.7,-3.3,0.6,-30.7,-1.3
CC1(C)CC(=O)C=C(Nc2ccc(S(N)(=O)=O)cc2)C1,1.5,17.1,-9.6,0.1,-0.4,4.4,-1.9,-3.7,0.2,.
COc1ccccc1NS(=O)(=O)c1cc(C(=O)NCC(c2ccc(F)cc2)N2CCOCC2)ccc1C (stereo not given),-1.3,0.1,-2.9,-0.2,10.4,-5.4,0.6,-1.7,7.7,-3.8
O=C(c1ccccc1)c1ccccc1N1C(=O)C=CC1=O,7.2,3.6,-5.2,0.4,-20.0,3.7,0.1,-5.2,.,-4.3
O=C(N/N=C/c1cccc(O)c1)c1ccc(NC(=O)C2CCCCC2)cc1,2.4,6.0,3.0,-1.5,-4.5,-6.9,3.1,-10.4,-39.2,.
CC(C)c1ccccc1NC(=O)COC(=O)c1cc([N+](=O)[O-])ccc1N1CCOCC1,-0.5,7.1,-0.8,-2.1,-13.7,-11.6,-5.2,-6.0,-67.7,-0.4
COc1ccc(CNC(=O)c2ccc(Cl)c(S(=O)(=O)N3CCOCC3)c2)cc1OC,0.6,0.2,1.0,-0.7,-2.1,-0.9,0.5,-2.6,.,-13.5
COc1cccc(-c2nn(-c3ccccc3)cc2/C=C\C(=O)c2cccs2)c1,1.2,10.5,-0.9,-1.6,4.2,1.8,-4.8,-1.2,-68.5,-3.5
CC(OC(=O)c1cc(=O)c2cc(Cl)ccc2o1)C(=O)N1CCCC1 (stereo not given),-0.8,-0.7,-0.1,-2.3,-7.1,-1.1,-1.4,-6.0,25.9,-9.4
COc1cc(C=O)ccc1OCCOCCOc1ccc(Cl)cc1,0.7,-1.4,4.0,-0.2,-1.2,-3.8,-4.5,-2.3,23.4,-0.5
Cc1nn(C2CCS(=O)(=O)C2)c(Cl)c1/C=C/C(=O)OCC(=O)Nc1ccccc1[N+](=O)[O-] (stereo not given),-0.1,5.4,-2.7,-2.5,-0.2,-1.8,-1.1,-3.2,-22.1,-3.9
COc1cccc(C(=O)Nc2nc(SCc3ccc(Cl)cc3)n[nH]2)c1,-0.1,-4.9,-4.2,0.0,-1.9,3.0,16.2,0.5,20.4,-7.0
OC(c1ccccc1)c1cccnc1 (stereo not given),-1.2,-2.1,-2.8,-0.3,-1.3,-3.6,-2.4,6.6,11.9,8.5
COc1cccc(C(=O)Nc2cccc(-c3nnc(-c4ccco4)o3)c2)c1,1.4,4.4,-1.5,-9.1,-0.7,4.0,0.0,-1.1,-49.0,-8.1
CCCCn1nc2cc(C(=O)NCc3ccc4c(c3)OCO4)ccc2c1OCC,-2.9,-5.3,-1.1,-8.6,-7.9,8.9,0.1,-14.2,10.5,-0.2
CCOC(=O)c1c(S(=O)(=O)N2CCC(C)CC2)c(C)n(C)c1C,-1.0,1.0,-3.2,-2.0,-4.6,-4.3,-1.0,-1.8,5.1,-4.5
O=C1CCCC2=C1C(c1ccccc1)CC(=O)N2c1ccc(F)cc1F (stereo not given),0.5,2.1,-2.6,-0.6,0.6,11.2,-0.1,0.3,11.6,4.4
O=C1c2ccccc2C(=O)N1CC1c2ccccc2CCN1C(=O)N1CCOCC1 (stereo not given),0.0,-20.1,-4.4,-1.9,-5.3,-0.5,-0.6,-22.1,-2.8,-1.8
CC(C)(Oc1ccc(Cl)cc1)C(=O)NC1CCN(Cc2ccccc2)CC1,-0.4,-0.2,-4.6,-2.9,0.4,-3.5,0.2,-1.4,-12.1,1.2
CCN1CCN(C(c2cccc(OC)c2)c2sc3nc(C)nn3c2O)CC1 (stereo not given),0.1,13.1,1.6,-0.2,3.8,-2.1,0.1,6.8,57.6,-0.6
CCC(=O)N1CCc2cc(S(=O)(=O)N3CCc4ccccc43)ccc21,1.4,-7.6,-2.9,-1.7,-1.7,-2.1,1.9,-9.3,-16.2,-2.6
CC(C)n1cnc2cc(NCc3nc4ccccc4n3C)ccc21,2.1,1.6,3.4,0.4,-1.9,-3.0,1.0,-10.0,8.2,-4.8
Cc1cccc(C(=O)Oc2ccc(/C=N/NC(=O)c3ccccc3O)cc2)c1,-1.3,-2.9,-0.4,-1.7,-6.0,-1.6,-4.1,12.3,-66.2,-2.0
Cc1sc2ncnc(N3CCN(S(=O)(=O)c4ccc(C(C)(C)C)cc4)CC3)c2c1C,3.8,11.1,-1.4,-1.0,-0.7,-4.5,-5.6,-10.6,2.7,-1.6
